MEX-5 binding: C. elegans MEX-5 TCR-2 RNA binding activity; 300,000 tested, 0.38% active; activity score (negative = inhibition of binding), % at 10 µM; AID 1832; MEX-5/FITC-TCR2 RNA binding, fluorescence polarization; stronger effect = lower value;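 active means inhibition past about -25% in most replicates, and total fluorescence under double the plate's negative control median, limit read from the data; inconclusive means replicates evenly split on the limit, or fluorescence at least double controls; inactive means too little inhibition in most replicates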;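 further: 0% = DMSO and -100% = 5 µM competing unlabeled TCR2 RNA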
Target sequence (Q9XUB2 whole entry, looked up): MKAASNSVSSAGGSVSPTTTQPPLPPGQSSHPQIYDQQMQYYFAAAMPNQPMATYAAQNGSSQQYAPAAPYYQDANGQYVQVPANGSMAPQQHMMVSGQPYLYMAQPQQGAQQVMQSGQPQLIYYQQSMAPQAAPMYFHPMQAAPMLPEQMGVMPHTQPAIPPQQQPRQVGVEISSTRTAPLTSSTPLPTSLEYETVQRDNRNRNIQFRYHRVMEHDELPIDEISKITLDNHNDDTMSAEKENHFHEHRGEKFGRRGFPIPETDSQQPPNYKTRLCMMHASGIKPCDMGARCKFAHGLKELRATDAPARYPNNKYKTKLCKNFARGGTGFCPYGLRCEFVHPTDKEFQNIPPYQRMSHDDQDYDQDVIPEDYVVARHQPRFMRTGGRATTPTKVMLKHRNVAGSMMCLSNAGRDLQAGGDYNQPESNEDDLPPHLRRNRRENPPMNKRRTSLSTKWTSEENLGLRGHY
GRK2 inh: human GRK2 inhibition via aptamer displacement; P25098; bead flow cytometry, FAM-aptamer displacement from GRK2; inhibition of aptamer binding, % at 10 µM; 330,000 tested, 0.59% active; AID 488847;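 active means inhibition of aptamer binding above 40%, roughly 3 SD of noise, on plates passing a quality check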;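 further: median bead fluorescence of bound FAM aptamer so fluorescent compounds give negative values; no value below 0 was filed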
BCLXL inh: inhibitors of human Bcl-xL; Q07817; GST-Bcl-xL / FITC-Bim BH3 peptide fluorescence polarization; inhibition, % at 10.9 µM; 320,000 tested, 0.7% active;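 active means inhibition above the mean of all tested compounds plus 3 SD, cutoff set per campaign, cut at about 30% in these data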;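 further: 0% = DMSO wells and 100% = unlabeled Bim-BH3 peptide competitor; inhibitors lower millipolarization by displacing the labeled peptide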
VLA-4 inh: inhibition in a human VLA-4 binding assay. AID 2557. inhibition, % (about 7 µM as worked out from the volumes in the protocol). VLA-4 expressing cells, ligand binding flow cytometry. 330,000 tested, 0.2% active; in the data active means inhibition above about 50%
CIT2 TOR yeast: yeast TOR pathway CIT2-GFP modulation | GFP response vs DMSO, % at 10 µM | 320,000 tested, 0.065% active | AID 2029 | S. cerevisiae CIT2-GFP strain, flow cytometry, 3 h; 100 means same as DMSO wells;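 active means GFP response relative to DMSO above a set limit, near the screen mean plus 3 SD, cut at about 150% in these data; inconclusive means Fewer than 70 cells measured for a yeast strain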;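 further: ratio of well median GFP fluorescence to mean of DMSO wells on the plate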
AGP1-GFP MLPCN: yeast TOR pathway AGP1-GFP modulation. S. cerevisiae AGP1-GFP multiplex flow cytometry, 3 h; GFP as percent of DMSO wells. GFP response vs DMSO, % at 10 µM. 320,000 tested, 0.02% active;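 active means GFP response relative to DMSO above a set limit, near screen average plus 3 SD, cut at about 150% in these data; inconclusive means fewer than 70 cells counted for the yeast strain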;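 further: median GFP channel fluorescence of the gated AGP1 strain per well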
GLD-1 TGE inh: GLD-1-TGE RNA interaction inhibition (C. elegans). Q17339. purified GLD-1 + fluorescein TGE RNA, fluorescence polarization. inhibition, % at 5.96 µM. 320,000 tested, 0.44% active. AID 2280;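 active means percent inhibition above a per-plate cutoff, the plate mean of test compounds plus 3 SD, cut at about 30% in these data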;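 further: 0% = DMSO wells with GLD-1 and probe and 100% = wells lacking GLD-1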
Target sequence (Q17339 whole entry, looked up): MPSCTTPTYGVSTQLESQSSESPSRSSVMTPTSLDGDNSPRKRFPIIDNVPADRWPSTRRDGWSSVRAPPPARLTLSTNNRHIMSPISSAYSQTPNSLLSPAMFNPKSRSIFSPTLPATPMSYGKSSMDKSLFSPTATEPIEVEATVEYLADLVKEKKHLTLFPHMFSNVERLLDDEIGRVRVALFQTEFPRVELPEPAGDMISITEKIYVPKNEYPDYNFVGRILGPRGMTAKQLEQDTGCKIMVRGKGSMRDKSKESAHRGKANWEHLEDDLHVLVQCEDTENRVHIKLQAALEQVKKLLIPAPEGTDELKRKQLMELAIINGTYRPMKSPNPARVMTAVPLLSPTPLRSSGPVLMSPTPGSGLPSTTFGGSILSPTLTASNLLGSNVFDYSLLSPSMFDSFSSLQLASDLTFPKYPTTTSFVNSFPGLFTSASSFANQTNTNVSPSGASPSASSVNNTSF
MCL1 BIM primary: disrupts human MCL1 binding to BIM-BH3 peptide. Q07820. GST-MCL1 / FITC-Bim-BH3 fluorescence polarization. inhibition, % at 10.9 µM. 320,000 tested, 0.68% active. AID 2057;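 active means inhibition above the mean inhibition of all tested compounds plus 3 SD, set per campaign, cut at about 40% in these data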;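 further: 0% = DMSO wells and 100% = unlabeled Bim-BH3 peptide control; higher means more loss of mP so more displacement of Bim peptide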
Fam108B inh: blocks mouse Fam108B hydrolase in RBBP9 counter-screen. inhibition, % at 9.51 µM. recombinant Fam108B, FP-Rh probe fluorescence polarization. AID 1947. 300,000 tested, 0.33% active;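 active means inhibition above the screen mean inhibition plus 3 SD, computed separately per campaign, cut at about 18% in these data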;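 further: inhibitors lower polarization as less probe binds the enzyme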
* = called active by the depositor; ? = inconclusive; / = no result given.

Structure	MEX-5 binding	GRK2 inh	BCLXL inh	VLA-4 inh	CIT2 TOR yeast	AGP1-GFP MLPCN	GLD-1 TGE inh	MCL1 BIM primary	Fam108B inh
C[C@@H]1CN([C@H](C)CO)C(=O)c2cccc(NS(=O)(=O)c3ccccc3)c2O[C@H]1CN(C)C	/	2	/	36	109	101	3	/	/
COc1cc(C(=O)NCC(c2cccs2)N2CCOCC2)c([N+](=O)[O-])cc1OC (stereo unspecified)	-1.3	1	9	21	87	108	-1	4	2
CC(C)(C)OC(=O)CC12CCCCC1NC(=O)O2 (stereo unspecified)	-1.5	0	2	0	85	81	6	1	-2
O=S1(=O)NC(=NCCOCCO)c2ccccc21	1.0	0	9	-3	101	105	-3	3	0
COc1ccccc1CN1CCN(C(=O)c2cccc3ccccc23)CC1	-2.9	4	4	5	91	105	4	3	4
COc1ccc(OCC(=O)NNC(=O)c2ccc(-c3ccccc3)cc2)cc1	0.9	9	-7	2	94	101	5	3	-13
CN(C)S(=O)(=O)c1cccc(COC(=O)CCNC(=O)c2ccc([N+](=O)[O-])cc2)c1	/	3	8	0	97	109	5	3	/
O=C(COc1ccccc1Cc1ccccc1)Nc1cccnc1	/	0	0	-10	89	90	0	3	/
CC(C)c1ccc(OCC(=O)N2CCN(C(=O)c3ccco3)CC2)cc1	1.6	1	/	23	111	100	/	/	/
CC1(c2nnc(-c3ccc(Cl)cc3)o2)CC(c2ccc([N+](=O)[O-])cc2)=NO1 (stereo unspecified)	-0.2	2	3	-3	100	102	4	-5	3
O=C(NCC1CCN(C(=O)c2ccc([N+](=O)[O-])cc2)CC1)c1ccc([N+](=O)[O-])cc1	-1.2	5	0	4	110	95	-1	0	0
COc1ccc(NC(=O)C2OCCc3ccccc32)c(OC)c1 (stereo unspecified)	-0.1	0	4	-5	92	/	0	9	-3
O=C(/C=C/c1ccco1)NCc1ccccn1	-3.4	3	13	-5	102	102	5	18	5
Cc1cnc(C(=O)OCC(=O)Nc2ccc(Cl)cc2Cl)cn1	1.9	2	2	8	100	/	-3	0	0
Cc1cc(C(=O)N2CCCC(N3CCN(c4cccc(C(F)(F)F)c4)CC3)C2)n[nH]1 (stereo unspecified)	1.4	1	5	9	111	105	5	7	-3
COc1ccc(CCNC(=O)COC(=O)c2cc(OC)c(OC)cc2OC)cc1OC	-1.2	0	4	21	101	100	3	8	1
C[C@H](CO)N1C[C@H](C)[C@@H](CN(C)S(C)(=O)=O)Oc2ccc(NS(=O)(=O)c3cn(C)cn3)cc2C1=O	/	0	/	32	?	?	5	/	/
Cc1ccc(-c2csc(NC(=O)CN3CCOCC3)n2)cc1C	-1.7	0	0	-13	103	102	3	-1	1
CC(=O)c1cnn(-c2c(Cl)cc(Cl)cc2Cl)c1C	0.7	0	3	16	110	115	5	4	2
O=C(c1cc(-c2cccc(Cl)c2)on1)N1CCc2ccccc2C1	0.5	0	-3	14	166*	68	-4	1	5
CC(=O)Nc1ccc(-c2csc(NNC(=O)c3ccc(C)cc3)n2)cc1	0.1	0	7	5	92	101	1	0	3
O=C(NCc1ccncc1)C(=O)NCC(c1ccco1)N1CCN(c2ccccc2F)CC1 (stereo unspecified)	-4.4	0	-7	-8	98	101	-1	-13	1
COC(=O)C1=C(C)NC(=S)N(C(C)=O)C1c1ccccc1 (stereo unspecified)	-0.2	2	-1	-10	112	106	-2	9	-1
Cc1ccc(C(CC(=O)N2CCCCC2)c2ccccc2)c(O)c1C (stereo unspecified)	2.6	1	-1	-35	103	106	1	0	0
CCOc1ccccc1CNS(=O)(=O)c1csc(C(N)=O)c1	-0.3	0	0	-1	99	96	-7	0	-4
N/C(=N\OC(=O)c1ccc2ccccc2c1)c1ccc(Br)cc1	1.7	0	2	22	/	/	-5	-2	-6
CCc1nc(SCc2ccc(Cl)cc2)n[nH]1	0.2	0	-11	9	92	92	-9	-15	2
Cc1ccc(C(=O)/C=C/N(C)C)o1	0.0	1	-9	2	99	98	-3	-10	-4
COc1ccc(OC)c(S(=O)(=O)NC2CC(=O)N(c3ccc(C)c(C)c3)C2)c1 (stereo unspecified)	0.3	3	-1	-18	109	100	3	0	1
O=C(C1CCC1)N1CCc2cc(S(=O)(=O)NC3CCCC3)ccc21	1.4	3	0	10	104	104	4	5	-5
Cc1ccc(NC2=NC3(CCCCC3)N=C(N)N2)c(C)c1	0.6	0	4	9	85	100	2	7	0
O=C(NCc1nnc(SCC(=O)N2CCCc3ccccc32)o1)c1ccco1	-0.8	2	6	11	94	92	-5	13	1
CC1CCCC(C)N1C(=O)c1cc(-c2cccs2)on1 (stereo unspecified)	-0.3	0	-2	18	86	98	0	1	4
C[C@@H]1COC(=O)[C@@H](Cc2ccc(F)cc2)C/C=C\C[C@@H](CC(=O)N[C@H](CO)Cc2ccccc2)C(=O)N1	/	0	/	8	103	107	6	/	/
COc1cccc(C(=O)N2CCN(c3ccc(N4CCOCC4)nn3)CC2)c1	3.3	10	-2	1	102	105	3	1	5
COc1cc(C2C(C(=O)OC(C)C)=C(C)Nc3[nH]c(=O)[nH]c(=O)c32)ccc1O (stereo unspecified)	-2.8	0	5	17	97	97	3	1	-4
Cc1nc(C)c(-c2ccccc2)c(=O)[nH]1	-1.7	1	4	3	98	98	-4	10	2
O=C(CN1C(=O)C2CC=CCC2C1=O)Nc1ccc(Br)cc1 (stereo unspecified)	-0.8	0	0	7	107	103	1	-3	2
CC1CCc2c(sc(NC(=O)C3CCCO3)c2C#N)C1 (stereo unspecified)	-2.4	2	2	0	99	84	-3	1	-3
Clc1nc(CN2CCOCC2)nc2sc3c(c12)CCC3	0.2	0	-1	0	91	75	2	1	1
Cc1cc(NS(=O)(=O)c2ccc(NC(=S)NC(=O)c3ccncc3)cc2)no1	0.7	0	6	12	96	104	-8	9	1
Cc1ccccc1NC(=S)N/N=C/c1ccc(O)cc1O	0.7	0	9	2	97	?	2	20	6
O=C(Nc1cc(Cl)ccc1O)C1CC(c2ccccc2O)=NO1 (stereo unspecified)	0.9	/	-1	-32	99	98	3	3	-3
CCN(CCCn1c(SCC#N)nc2ccccc2c1=O)c1ccccc1	1.3	0	4	13	102	107	7	7	3
CCCCCn1c(CNC(C)=O)nc2ccccc21	/	0	11	1	106	104	-3	10	-5
C/C(N)=C(/C#N)C(=O)COC(=O)c1cc(-c2ccccc2)nc2ccc(Br)cc12	0.1	0	3	-3	99	106	2	7	-2
Cc1ccc(N2CC(C)Cn3c2nc2c3c(=O)[nH]c(=O)n2C)cc1C (stereo unspecified)	0.5	0	6	-3	94	96	-3	0	3
COCCCNC(=O)Cn1cnc2sc(C)c(S(=O)(=O)N3CC(C)CC(C)C3)c2c1=O (stereo unspecified)	-0.4	0	3	-1	102	97	5	1	1
Cc1cc(C)c(N2CCN(S(=O)(=O)N3CCCCCC3)CC2)c(C)c1	0.7	0	1	2	100	104	-3	-3	1
CC1=CCC2C(=O)N(c3ccc4ccccc4n3)C(=O)C2C1 (stereo unspecified)	-1.3	2	3	0	67	40	9	5	3
CCC(C)NC(=O)c1cn(CC)c2ccc(S(=O)(=O)N3CCCCCC3)cc2c1=O (stereo unspecified)	-1.9	1	-2	6	86	96	-5	-6	-6
Cc1ccc(OCc2cc(C(=O)N3CC4C[C@@H]5CC3C[C@H](C4)C5)no2)cc1C	1.9	4	2	8	101	97	1	-2	1
O=C(CN(C(=O)CNS(=O)(=O)c1ccc(F)cc1)c1ccccc1F)NCc1ccco1	-4.2	1	0	6	101	94	-4	-7	0
CC1=C(C(=O)Nc2cccc(C(=O)NCc3ccc(F)cc3)c2)SCCO1	-0.8	1	3	5	104	102	6	8	-1
O=C(Cc1cccs1)NCC1CCCO1 (stereo unspecified)	-0.3	0	2	-9	103	106	3	11	7
C[C@H]1CN=C(N(C)C)N1CCCC1CCCCC1	/	0	4	-9	95	98	6	5	-3
COc1ccc(Br)cc1/C=N/NC(=O)c1cccnc1	0.2	0	3	9	97	99	1	2	-5
Cn1c(=O)[nH]c(=O)c2c1nc(Sc1ncccn1)n2CCCc1ccccc1	1.9	0	-1	0	/	106	-1	-2	-4
CCCCC(O)(c1ccc(F)cc1)C(CN1CCOCC1)c1ccc(Cl)cc1 (stereo unspecified)	1.8	1	2	-17	102	94	2	1	3
CC(C)N(C(=O)Cn1c(-c2cccnc2)ccc(C#N)c1=O)C(C)C	-0.1	2	0	16	105	133	-4	4	-1

(continued)
Structure	MEX-5 binding	GRK2 inh	BCLXL inh	VLA-4 inh	CIT2 TOR yeast	AGP1-GFP MLPCN	GLD-1 TGE inh	MCL1 BIM primary	Fam108B inh
N#Cc1cnn(-c2nc3sc4c(c3c(=O)[nH]2)CCCC4)c1N	-0.1	6	0	-2	100	95	4	1	2
CCOC(=O)C1CCCCN1Cc1cccc(F)c1 (stereo unspecified)	-6.8	2	4	9	103	103	0	-3	0
O=C(/C=C/c1ccc2c(c1)OCCO2)c1ccccc1	3.5	0	2	23	87	107	9	-5	0
Nn1c(SCCOc2ccccc2)nnc1-c1cccnc1	0.8	0	0	3	102	98	4	-9	-1
COc1ccc(C(=O)NC(C)c2nnc(SCc3ccc(Cl)c(Cl)c3)n2C)cc1 (stereo unspecified)	3.1	0	-9	-1	80	66	6	-11	0
O=C(O)c1ccc(-c2ccccn2)s1	1.0	1	2	-7	98	102	9	5	-3
CC1(C)Cc2c(cnn2-c2ccccc2)C(NC(=O)CCN2CCCCO2)C1 (stereo unspecified)	/	7	0	-4	94	96	1	0	3
Cc1ccc(C)c2[nH]c(=O)c(CN(Cc3ccco3)S(=O)(=O)c3ccc4c(c3)OCCO4)cc12	0.2	2	-2	15	95	141	4	-1	-2
COc1ccc(CCNC(=O)COc2cc(C)cc3oc(=O)cc(C)c23)cc1	2.2	8	2	2	101	99	4	2	-1
CC1(c2ccccc2)NC(=O)N(CC(=O)NNC(=O)c2ccccc2)C1=O (stereo unspecified)	0.8	0	0	13	93	88	-3	2	3
O=C(C1=NN[C@@H]2C(=O)N(c3cccc(F)c3)C(=O)[C@H]12)c1cnccn1	-3.2	4	14	2	93	97	2	18	1
O=C(Nc1ccccc1C(F)(F)F)c1cnccn1	-0.6	0	0	8	102	93	0	1	1
CC(C)CN1CCNC(=O)C1CC(=O)NCc1cnn(-c2cccc(F)c2)c1 (stereo unspecified)	-1.5	0	7	6	114	115	10	10	2
N=C1/C(=C/c2cccn2Cc2ccc(F)cc2)C(=O)N=C2SC=CN12	0.9	0	4	-7	94	108	4	-7	-1
COc1ccc(C)cc1NC(=O)C1CCN(C(=O)C2CC(=O)N(c3ccc(C)cc3)C2)CC1 (stereo unspecified)	2.0	0	3	-9	99	97	5	9	-3
COC(=O)C1=C(C(=O)OC)[C@@H]2Nc3ccccc3[C@@]23C[C@@H](C(=O)OC)N(C(=O)CC(C)C)C3=N1	-0.6	3	4	6	101	102	-3	2	3

Hits appear at their usual frequency; overall some 2.2% were active at least once.
